PLCb3 inh: inhibitors of human phospholipase C beta3; Q01970; Purified PLC-beta3, fluorogenic substrate, fluorescence; inhibition, % at 12.2 µM; 370,000 tested, 0.18% active; AID 720704; in the data active = inhibition above about 11%;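 also: 0% = median of compound wells on plate and 100% = full blocker control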
ARFGAP1 inhibitor: rat ARFGAP1 inhibition; Q62848; Arfgap1-stimulated ARF1 GTP hydrolysis, GDP FP detection; inhibition, % at 16.5 µM; 360,000 tested, 0.26% active; AID 651572;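 active = inhibition above a per-plate limit, mean inhibition of low control wells plus 3 SD, cut at about 25% in these data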;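 also: 0% = DMSO wells with enzyme and 100% = wells lacking Arfgap1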
Target sequence (Q62848 1-136 limits assumed): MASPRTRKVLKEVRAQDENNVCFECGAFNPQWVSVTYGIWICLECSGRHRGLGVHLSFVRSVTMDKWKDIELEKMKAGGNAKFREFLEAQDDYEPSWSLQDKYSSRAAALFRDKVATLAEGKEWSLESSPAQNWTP
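Material: rat Arfgap1 catalytic domain, aa 1-136; also added: human ARF1(Δ1-17)-GTP substrate; compound dosing: one concentration, 16.5 µM, DMSO 1.26%; incubation: GTP hydrolysis reaction 2 h at 25 °C; measured by: Tracer-displacement fluorescence polarization with EDTA stop, 620/688 nm; evaluation: % inhibition from polarization; repeats: one replicate per compound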
Tn6 DDE FP: DD(E)-Tn6 binding inhibition, primary FP screen. P02675. Fibrin DD(E) TRITC-Tn6 fluorescence polarization displacement. inhibition, % at 8.3 µM. 370,000 tested, 0.21% active;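 active = inhibition above a per-campaign cutoff: mean of compounds within control limits plus 3 SD, cut at about 15% in these data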;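 also: 0% = median of all compound wells on the plate and 100% = blocking peptide control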
UHRF1 binding: blocks human UHRF1 binding to methylated DNA | Q96T88 | UHRF1 binding to methylated oligo, TR-FRET | inhibition, % at 4.4 µM | 370,000 tested, 0.75% active; in the data active = inhibition above about 21%;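 also: UHRF1 SRA domain binding a hemimethylated CpG hairpin DNA probe; 0% = median of test compound wells and 100% = reference inhibitor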
Target sequence (Q96T88 whole entry, looked up, the tested form may be a part): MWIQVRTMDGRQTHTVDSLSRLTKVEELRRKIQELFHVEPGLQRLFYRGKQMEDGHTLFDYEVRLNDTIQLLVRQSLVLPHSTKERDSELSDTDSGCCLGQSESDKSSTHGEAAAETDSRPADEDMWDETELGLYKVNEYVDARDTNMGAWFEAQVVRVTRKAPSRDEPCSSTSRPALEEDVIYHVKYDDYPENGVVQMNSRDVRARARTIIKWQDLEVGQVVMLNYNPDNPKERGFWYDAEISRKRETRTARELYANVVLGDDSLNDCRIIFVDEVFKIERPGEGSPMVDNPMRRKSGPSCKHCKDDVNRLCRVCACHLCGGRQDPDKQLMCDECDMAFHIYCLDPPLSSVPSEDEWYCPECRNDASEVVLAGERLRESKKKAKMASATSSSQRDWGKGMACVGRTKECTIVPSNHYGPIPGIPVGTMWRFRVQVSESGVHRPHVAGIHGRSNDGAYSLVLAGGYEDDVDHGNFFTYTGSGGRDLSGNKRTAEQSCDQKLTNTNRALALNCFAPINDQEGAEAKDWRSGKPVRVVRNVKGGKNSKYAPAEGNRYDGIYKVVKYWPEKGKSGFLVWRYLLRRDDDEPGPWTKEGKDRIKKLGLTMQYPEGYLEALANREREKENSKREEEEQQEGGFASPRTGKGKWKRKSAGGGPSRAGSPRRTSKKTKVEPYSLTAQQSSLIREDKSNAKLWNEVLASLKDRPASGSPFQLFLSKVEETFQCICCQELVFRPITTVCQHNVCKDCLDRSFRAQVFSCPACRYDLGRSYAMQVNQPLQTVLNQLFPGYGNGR
MBD2 inh: blocks human MBD2 binding to methylated DNA | AID 686964 | inhibition, % at 4.4 µM | 370,000 tested, 0.31% active | Q9UBB5 | TR-FRET, MBD2 binding to methylated oligonucleotide; in the data active = inhibition above about 13%
PLC-gamma1 inh: inhibitors of human phospholipase C gamma1 | P19174 | inhibition, % at 12.2 µM | 370,000 tested, 0.84% active | purified PLC-gamma1, fluorogenic substrate, fluorescence; in the data active = inhibition above about 9.5%
ADAM17 inh: inhibitors of human ADAM17. P78536. recombinant ADAM17, EDANS/DABCYL FRET peptide cleavage. inhibition, % at 6.95 µM. 370,000 tested, 0.83% active. AID 720648;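 active = inhibition above the mean of compounds lying between control limits plus 3 SD, set per campaign, cut at about 8.5% in these data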;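 also: 0% = DMSO-only wells as the low control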
DDE Tn7 FP inh: inhibitors of Tn7 peptide binding to human fibrin DD(E). FP displacement of FITC-Tn7 peptide from fibrin DD(E); 0% = median of compound wells per plate. inhibition, % at 8.3 µM. 370,000 tested, 0.13% active. AID 720508;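 active = inhibition above the mean of compounds falling within the control limits plus 3 SD of them, cut at about 14% in these data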;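 also: 0% = plate median of compound wells and 100% = 10 µM Aha-Tn7 peptide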
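Test system – human fibrin DD(E) · Times – 10 min preincubation, 3 h with tracer, room temperature · Detection – fluorescence polarization of the labelled Tn7 tracer · Measure – percent inhibition normalized to high-control wells · Benchmarks – high control wells with 10 µM unlabelled Aha-Tn7 peptide (full inhibition) · Repeats – singlicate testing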
proKLK7 act: activators of human kallikrein-7 zymogen. purified proKLK7, EDANS-DABCYL substrate fluorescence; 100% is mature enzyme control, 0% vehicle. activation, % at 7 µM. 370,000 tested, 0.9% active;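 active = activation above the mean of all tested compounds plus 3 SD, computed per campaign excluding outliers beyond control limits, cut at about 13% in these data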
ASAP1 inh: ASAP1 ArfGAP inhibition | inhibition, % at 16.5 µM | ASAP1-stimulated ARF1 GTP hydrolysis, GDP FP detection | Q9ULH1 | 360,000 tested, 0.19% active; in the data active = inhibition above about 25%;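 also: 0% = vehicle with enzyme and substrate and 100% = no enzyme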
Starred values were filed as active, the others as inactive; / = no result given.

SMILES	PLCb3 inh	ARFGAP1 inhibitor	Tn6 DDE FP	UHRF1 binding	MBD2 inh	PLC-gamma1 inh	ADAM17 inh	DDE Tn7 FP inh	proKLK7 act	ASAP1 inh
CC(=O)CC(=O)O[C@@H]1C=C[C@H](NC(=O)OC(C)(C)C)C1	2.3	2.1	0.4	-2.1	-1.3	0.6	-0.1	3.1	1.0	2.2
CC(=O)Nc1ccc(NC(=O)CSc2nnnn2-c2ccc3c(c2)OCCO3)cc1	0.5	5.3	3.7	0.5	-2.9	2.3	-0.4	-10.1	-0.3	4.4
CCOC(=O)C1CCN(C(=O)COc2ccc(S(=O)(=O)N3CCCC3)cc2C)CC1	0.2	4.8	-6.3	-1.3	-0.6	-1.8	2.8	-2.6	0.0	-8.3
CC(C)NC(=O)CCn1c(=S)oc2ccccc21	-1.4	-7.8	-3.5	-2.4	-0.8	-0.2	-0.1	2.0	-0.4	-0.4
O=C(CNC(=O)c1ccco1)Nc1ccc(Cl)cc1	-1.1	6.5	-1.2	4.5	3.3	-42.9	-5.2	2.6	0.1	-15.0
COc1ccc(S(=O)(=O)N2CCCCC2)cc1NC(=O)CSc1ncccn1	-6.7	-7.0	9.3	-0.1	4.4	-1.8	-1.0	0.7	0.2	-10.8
CCOC(=O)c1[nH]c2ccc(F)cc2c1NC(=O)CN1CCN(C/C=C/c2ccccc2)CC1	-60.3	13.0	-3.0	-1.5	1.3	-47.3	-28.2	-6.1	-0.3	6.4
Oc1cccnc1Sc1cccc(C(F)(F)F)c1	-8.7	-10.8	-1.8	0.7	-6.1	-3.6	-2.6	2.1	0.3	-2.7
O=C(Cc1c(Sc2ccccc2)c2ccccc2n1Cc1ccccc1)NCCO	3.0	-0.2	-15.5	1.9	-3.4	6.0	14.1*	-3.3	0.8	-18.4
CCOC(=O)c1cc2n(c1C)-c1ccccc1C2=O	2.2	2.2	-2.1	-6.4	-14.2	2.1	0.3	3.4	-0.3	-4.7
Cc1ccc(C)n1-c1ccc(C(=O)NN)s1	-16.4	-6.2	-1.4	-2.0	-0.3	-8.6	-2.1	1.3	0.8	-8.5
C=CCn1c(=NC(=O)CN2C(=O)CCC2=O)sc2cc(S(N)(=O)=O)ccc21	2.5	10.0	0.2	-0.8	2.5	-1.8	-2.2	-2.4	0.3	0.1
O=C(Cn1c2[n+](c3ccc(C(F)(F)F)cc31)CCCCC2)c1cccc([N+](=O)[O-])c1	4.3	4.8	2.9	6.9	-0.2	0.6	-2.8	-3.0	-0.3	-0.5
Oc1ccc(CN2CCCCC2)nc1-c1ccccc1	-11.4	-6.6	-1.3	-0.7	-4.0	-9.2	-51.8	-7.0	-2.5	-9.3
CC(C)(C)c1ccc(S(=O)(=O)Nc2ccc(Cc3ccncc3)cc2)cc1	-1.9	4.2	0.6	-0.7	1.1	0.0	4.3	8.6	-0.4	-2.3
CNS(=O)(=O)c1cnccc1N1CCN(C)CC1	-12.4	-8.3	3.0	-0.4	-4.1	2.5	3.1	-0.1	0.5	-14.5
O=C(Cc1ccccc1)NNC1CC(=O)N(c2ccc(Cl)cc2)C1=O (stereo unspecified)	3.0	-1.8	-1.6	2.9	1.4	-0.1	0.9	-6.6	-0.2	-6.2
O=C1CC(=C(c2ccccc2)c2ccccc2)C(=O)N1CCCN1CCN(c2cccc(Cl)c2)CC1	1.6	19.7	1.5	0.8	0.1	3.1	8.3	-5.9	0.7	-2.7
Cc1ccc(-c2noc(CCC(=O)NC3CC3)n2)cc1	-1.6	-0.1	-1.5	-1.1	-6.6	-0.5	-0.9	1.0	0.2	-12.2
CCCCC1=CC2=C(c3ccco3)C(=O)C(C)(OC(=O)c3ccc(OC)cc3)C(=O)C2=CN1C(CO)CO (stereo unspecified)	-164.8	11.6	2.1	14.8	4.9	-122.6	-8.0	-0.5	1.7	4.5
CCCn1c2c(c(O)c(C(=O)Nc3nc4ccccc4s3)c1=O)CCCC2	-7.9	3.1	8.7	-1.1	-1.6	0.4	-3.0	1.4	-0.1	-10.8
CC(=O)c1ccc(OC(=O)N(c2ccccc2)c2ccccc2)cc1	1.2	-1.4	0.3	1.2	0.9	-3.0	0.0	1.9	0.6	-17.6
Cc1ccc(S(=O)(=O)N(CC(=O)Nc2cccc(C)c2C)C(=O)N2CCN(C)CC2)cc1	-4.0	7.8	-7.1	-1.8	1.8	-1.7	-0.7	-3.6	0.1	-1.9
CCN(c1ccccc1)S(=O)(=O)c1nnc(NC(=O)c2ccco2)s1	-12.8	-13.8	0.0	1.4	-2.5	-10.0	-0.6	0.5	-0.3	6.3
CC(OC(=O)CN1C(=O)C2CC=CCC2C1=O)C(=O)Nc1ccc(F)cc1Cl (stereo unspecified)	-9.4	4.5	-2.6	-0.2	0.2	-1.1	-4.0	-1.0	-0.5	-2.1
Cc1ccc(SCc2cc(=O)[nH]c(Nc3nc(C)c4ccc(C)cc4n3)n2)cc1	2.7	10.3	-6.1	5.8	3.0	1.7	0.2	-2.1	0.1	-7.1
Cc1ccc(SCC(=O)OCC(=O)NCCc2ccccc2)cc1	-9.9	-13.3	5.1	2.3	4.0	-2.8	-2.5	8.7	-0.1	2.2
COc1ccccc1-c1c(NC(=O)c2ccco2)n(-c2ccccc2)nc(C)c1=O	0.8	-0.3	-3.2	1.3	-3.8	-2.2	-2.8	0.6	-0.2	7.9
O=C(c1ccccc1)N(C(=O)c1ccccc1)c1ccccc1	3.5	11.0	-8.1	6.0	-1.6	1.8	0.4	-1.4	-0.7	-4.8
O=C(Cc1ccccc1Cl)N/N=C/c1cccnc1	-5.7	-9.3	-2.4	2.2	0.5	3.1	0.1	-4.3	-0.5	0.8
C=CCOc1cccc(C2C(C(=O)c3ccc(C)o3)=C(O)C(=O)N2CCN(C)C)c1 (stereo unspecified)	-0.6	-0.3	-1.3	-0.3	-1.3	-3.6	-2.4	-2.7	0.2	8.1
CCCCOc1ccc(N(CC(=O)NC2CCCCC2)C(=O)c2snc(C(N)=O)c2N)cc1	-2.7	3.8	-1.2	-1.8	-8.8	0.9	0.8	-5.6	0.8	2.6
O=C(CSc1nc2ncccc2[nH]1)N1CCOCC1	3.1	/	10.7	0.2	3.1	0.8	-2.8	3.9	-0.3	/
COC(=O)c1cc(=O)nc(NN=Cc2ccccc2O)s1	-45.0	11.6	-4.2	-1.6	-3.7	-31.0	0.6	-1.9	0.5	-9.7
Cc1cc(OCC(=O)OCC(=O)NC2CCCCCC2)ccc1Cl	-6.1	-4.2	0.4	-1.5	-3.6	3.1	-4.5	0.9	0.5	-3.8
O=C(NCc1nc2ccccc2[nH]1)c1cccs1	0.2	-4.2	-3.9	-0.8	0.6	-2.0	0.8	-10.6	0.0	-9.0
O=C(Nc1ccc(Cl)cc1F)c1ccc(COc2c(F)c(F)c(F)c(F)c2F)o1	-5.2	14.1	2.3	5.9	3.3	-3.4	0.7	-3.6	0.2	0.5
O=C(NCC(c1ccco1)N1CCCC1)c1cccc(S(=O)(=O)Nc2ccc(F)cc2)c1 (stereo unspecified)	-5.2	14.0	1.1	-1.2	-0.4	-2.0	-2.8	6.8	-0.1	-0.8
Cc1nn(CC(=O)NC(=O)NC2CCCCC2C)c(=O)c(C#N)c1C (stereo unspecified)	2.7	0.0	-4.1	1.9	0.2	1.1	-2.1	-4.3	0.0	-2.1
CCNc1nc(Oc2c(Cl)cccc2Cl)cc(C(F)(F)F)n1	3.3	6.1	4.0	0.5	7.0	-3.0	-3.3	9.8	-0.3	0.4
Cc1oc2ccc(O)cc2c1C(=O)c1ccc(Br)cc1	-1.8	-4.8	2.6	-1.6	16.1*	4.5	7.6	-0.3	0.3	0.9
CSc1ncccc1C(=O)OCCCC(=O)c1ccc(F)cc1	-2.7	3.0	1.8	-1.9	-0.2	3.4	1.0	-3.8	-0.2	-12.7
O=C(Nc1ccc(F)cc1)c1oc2ccccc2c1NC(=O)C1CC1	-7.8	9.2	4.4	0.0	-4.0	0.1	1.7	1.7	0.4	-1.2
O=C(COC(=O)c1ccc(Cl)cc1)NCC1CCCCC1	-3.6	1.1	-1.2	1.3	4.0	-4.7	-1.9	14.8*	-0.6	-9.8
CCOc1ccccc1Nc1nc(-c2sc(NC(=O)c3ccco3)nc2C)cs1	-56.6	3.3	-0.6	-2.6	0.0	-40.4	0.7	4.7	-1.0	15.6
Cc1ccn2cc(CC(=O)O)nc2c1	-5.7	3.9	5.8	4.1	0.2	-5.5	-8.9	9.1	-0.5	-10.7
C=CCN(CC=C)S(=O)(=O)c1ccc(F)cc1	0.0	-7.4	-1.4	-0.8	-2.9	3.6	0.7	-1.4	0.3	-3.9
O=C(CCN1C(=O)c2ccccc2S1(=O)=O)N1CCN(c2ccccc2F)CC1	-3.2	-6.4	-11.6	-3.1	-0.4	-1.6	-0.9	-1.7	0.5	-17.4
O=C(Nc1ccc2oc(=O)ccc2c1)c1ccc(-c2ccc(Cl)cc2)o1	-2.8	6.6	2.5	-2.8	-6.1	-2.7	-0.8	6.4	0.8	48.4*
S=C(Nc1ccccc1)N1CCn2c1nc1ccccc12	1.9	-1.6	-5.9	-3.1	-1.5	-1.6	-0.6	1.7	-0.2	2.6
O=C(CCc1nc(-c2ccccc2)no1)NCC1CCCO1 (stereo unspecified)	1.9	9.3	1.8	0.0	-4.9	0.0	0.1	-3.8	0.5	-2.8
NC(CCc1ccccc1)c1csc(NC(=O)Nc2ccccc2Oc2ccccc2)n1 (stereo unspecified)	6.2	5.1	-8.7	2.8	-6.5	16.5*	14.0*	-5.5	-0.1	-9.6
CCOP(=O)(OCC)/C(=N/OC(=O)c1ccccc1C)C(N)=O	1.8	-2.2	0.3	-2.1	-0.9	0.5	-2.8	-7.6	0.1	-4.4
COc1cc(NC(=O)c2ccc(Cl)cc2Cl)ccc1-c1cc2ccccc2oc1=O	-87.9	13.2	-2.1	-0.9	7.4	-69.7	-13.4	-1.7	-5.5	6.7
COc1ccc(Cl)cc1-c1n[nH]c(=S)n1C1CCCCC1	3.5	-1.8	-2.7	2.9	-3.1	6.2	8.7*	-5.1	-0.7	4.0
Cc1cc(C(=O)NCC2CCCO2)sc1C (stereo unspecified)	0.2	-3.9	-2.0	3.8	-0.2	6.6	-1.1	3.7	-0.3	-15.7

3 entries from above, in markdown.
| SMILES | PLCb3 inh | ARFGAP1 inhibitor | Tn6 DDE FP | UHRF1 binding | MBD2 inh | PLC-gamma1 inh | ADAM17 inh | DDE Tn7 FP inh | proKLK7 act | ASAP1 inh |
| --- | --- | --- | --- | --- | --- | --- | --- | --- | --- | --- |
| O=C(CNC(=O)c1ccco1)Nc1ccc(Cl)cc1 | -1.1 | 6.5 | -1.2 | 4.5 | 3.3 | -42.9 | -5.2 | 2.6 | 0.1 | -15.0 |
| COc1ccc(S(=O)(=O)N2CCCCC2)cc1NC(=O)CSc1ncccn1 | -6.7 | -7.0 | 9.3 | -0.1 | 4.4 | -1.8 | -1.0 | 0.7 | 0.2 | -10.8 |
| CCOC(=O)c1[nH]c2ccc(F)cc2c1NC(=O)CN1CCN(C/C=C/c2ccccc2)CC1 | -60.3 | 13.0 | -3.0 | -1.5 | 1.3 | -47.3 | -28.2 | -6.1 | -0.3 | 6.4 |
